Assay outcomes (PubChem BioAssay)
thrombin 1536 = thrombin (human) inhibition; P00734; alpha-thrombin, Boc-VPR-AMC fluorogenic substrate cleavage; inhibition, % at 5 µM; 220,000 compounds, 0.26% hits; AID 1046;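 active = inhibition at or above 40%; inactive = inhibition below 40%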;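 also: 0% = enzyme with no compound and 100% = wells without enzyme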
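signal = AMC fluorescence, 355/460 nm | material = human alpha-thrombin enzyme | control set = enzyme without compound as high, wells lacking enzyme as low | times = reaction at room temperature | read-out basis = percent inhibition scaled between no-compound controls and no-enzyme blanks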
eIF4E-4G inh = eIF4E/eIF4G interaction inhibition in translation initiation; TR-FRET eIF4E-eIF4GI(517-606) binding, 2 h; inhibition, % at 21.7 µM; AID 782; 220,000 compounds, 0.37% hits; P63073+Q04637;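 also: 0% = full FRET control wells and 100% = background wells lacking eIF4GI fragment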
KCC2 mod = KCC2 (human) Cl- transport modulation; Q9H2X9; KCC2 cells, thallium flux FluoZin-2 fluorescence; B-score of Tl+ flux slope (higher = more flux/activation; lower = inhibition) at 10 µM; 190,000 compounds, 2.2% hits; AID 1456;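 active = thallium flux slope and its plate-corrected score both differing from the plate sample mean at a set confidence after two filtering rounds, in either direction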;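 also: slope of fluorescence scaled to starting intensity during 10 to 20 s after thallium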
p47phox inh = blocks human p47phox regulatory protein of NADPH oxidases; p47phox/p22phox peptide binding, fluorescence polarization, 2 h; inhibition, % at 24.7 µM; AID 1274; P14598; 220,000 compounds, 0.53% hits;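 also: 0% = p47phox with labelled peptide and 100% = labelled peptide alone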
Target sequence (P14598 whole entry, looked up): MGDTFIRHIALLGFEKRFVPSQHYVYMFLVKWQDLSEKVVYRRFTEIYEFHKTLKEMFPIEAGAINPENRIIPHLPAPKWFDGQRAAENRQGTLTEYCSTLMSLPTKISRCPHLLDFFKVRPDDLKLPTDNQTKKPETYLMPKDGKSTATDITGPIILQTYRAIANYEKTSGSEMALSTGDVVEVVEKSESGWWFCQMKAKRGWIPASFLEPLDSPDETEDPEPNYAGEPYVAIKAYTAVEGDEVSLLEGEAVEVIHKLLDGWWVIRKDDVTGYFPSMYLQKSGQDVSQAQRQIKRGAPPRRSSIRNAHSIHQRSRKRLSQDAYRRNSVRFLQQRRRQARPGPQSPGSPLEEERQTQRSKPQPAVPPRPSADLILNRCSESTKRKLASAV
Furin inhibitor = human furin inhibition. P09958. AID 463115. purified furin, fluorogenic substrate cleavage. 220,000 compounds, 0.061% hits. inhibition, % at 30 µM; in the data active = inhibition above about 25%; also: inactives centre near -15
14-3-3 Bad inh = disrupts binding of bovine 14-3-3 zeta to phospho-Bad peptide; P63103; TR-FRET 14-3-3zeta/Dy647-pBad peptide displacement, 1 h; inhibition, % at 21.7 µM; 220,000 compounds, 0.71% hits;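 active = inhibition above about 70%, limit read from the data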;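 also: 0% = full 14-3-3 plus peptide FRET controls and 100% = background without 14-3-3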
EBV gp42 inh = inhibitors of Epstein-Barr virus glycoprotein 42. Fluorescence polarization binding assay, mP read-out. AID 1085. Q1HVG2. inhibition, % (tested at 21.74 µM). 220,000 compounds, 0.42% hits; in the data active = inhibition above about 50%
Target sequence (Q1HVG2 whole entry, looked up): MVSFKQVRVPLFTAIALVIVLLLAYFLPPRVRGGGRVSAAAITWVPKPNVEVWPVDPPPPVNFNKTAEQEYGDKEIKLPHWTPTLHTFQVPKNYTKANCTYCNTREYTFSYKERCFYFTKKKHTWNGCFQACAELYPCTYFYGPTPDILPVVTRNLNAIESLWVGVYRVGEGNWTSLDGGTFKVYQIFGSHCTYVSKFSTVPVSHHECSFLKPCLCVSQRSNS
hK5 inh = blocks human kallikrein 5 protease activity | 210,000 compounds, 0.59% hits | Q9Y337 | AID 873 | inhibition, % at 5 µM | recombinant hK5, fluorogenic AMC substrate cleavage;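 active = inhibition of 40% or more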;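 also: 0% = enzyme controls without compound and 100% = no-enzyme blanks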
Target sequence (Q9Y337 67-293 limits assumed): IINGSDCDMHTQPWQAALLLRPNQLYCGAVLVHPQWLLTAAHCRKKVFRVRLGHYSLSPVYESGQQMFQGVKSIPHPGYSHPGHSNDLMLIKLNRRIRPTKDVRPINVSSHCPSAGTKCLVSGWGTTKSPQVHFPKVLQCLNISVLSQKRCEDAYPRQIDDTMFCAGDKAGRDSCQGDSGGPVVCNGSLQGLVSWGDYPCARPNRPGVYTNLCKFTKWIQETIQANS
Rad51 HR inh = Rad51 (human) homologous recombination inhibition; hRad51 DNA strand exchange, fluorescence dequenching; inhibition, % at 10 µM; 200,000 compounds, 0.085% hits; AID 1385;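 active = inhibition above 40% at the single screening dose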;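 also: 0% = DMSO control wells and 100% = blanks with heterologous ssDNA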
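material = hRad51 filaments on single-stranded DNA | timing = filaments 15 min 37 °C, then compound 30 min | signal = FRET fluorescence dequenching, excitation 485 nm, emission 520 nm | benchmarks = control wells and blank wells on each plate | evaluation = percent inhibition relative to plate controls and blanks | compound = 10 µM final, single point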
Active calls of the source: *; [ ] = dose if it differs, or a comment.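 The calls were made as follows, unless noted: active = inhibition above about 30% (limit read from the data); inactive = the rest.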 No enrichment for hits. Share with any hit: about 4.7%.

`NCCCC[C@H](NC(=O)C1CCNCC1)c1nnc([C@@H](N)CO)o1` gave thrombin 1536 -1, eIF4E-4G inh -1, KCC2 mod 0.12, p47phox inh 1, Furin inhibitor -32, 14-3-3 Bad inh -6, EBV gp42 inh -8, hK5 inh 2 and Rad51 HR inh -1.
For Cc1ccc(OCCN2C(=O)c3ccccc3C2=O)c([N+](=O)[O-])c1 the results were thrombin 1536 -7, eIF4E-4G inh -5, KCC2 mod -1.7, p47phox inh -6, Furin inhibitor -7, 14-3-3 Bad inh 4, EBV gp42 inh 2 and hK5 inh -20.
Screening Cc1cc(C(=O)CSc2nc(N)cc(N)n2)c(C)n1-c1cccc(C(F)(F)F)c1 returned thrombin 1536 2, eIF4E-4G inh 1, KCC2 mod 0.74, p47phox inh -16, Furin inhibitor -10, 14-3-3 Bad inh -33, EBV gp42 inh -9, hK5 inh -20 and Rad51 HR inh 0.
Screening COc1cccc(OC)c1C(=O)NNC(=O)c1ccc(F)cc1 returned thrombin 1536 -1, eIF4E-4G inh 2, KCC2 mod 0.22, p47phox inh 0, Furin inhibitor -24, 14-3-3 Bad inh -4 and EBV gp42 inh -1.
Cc1ccc(CCc2nnc(SCC(=O)Nc3ccccc3Cl)n2-c2ccccc2)o1 was read as thrombin 1536 -6, eIF4E-4G inh 2, KCC2 mod -1.2, p47phox inh -2, Furin inhibitor -18, 14-3-3 Bad inh -2, EBV gp42 inh 2, hK5 inh -4 and Rad51 HR inh -6.
`Cc1ccc(C)c(NC(=O)c2ccc(N(C)S(C)(=O)=O)cc2)c1` gave thrombin 1536 -1, eIF4E-4G inh -1, KCC2 mod 1.5, p47phox inh -2, Furin inhibitor -12[20 µM], 14-3-3 Bad inh 3, EBV gp42 inh -11, hK5 inh -3 and Rad51 HR inh 4.
Screening CCS(=O)(=O)c1ccc(-c2csc(-c3ccccc3)n2)c(Cl)c1Cl returned thrombin 1536 -5, eIF4E-4G inh -3, KCC2 mod -0.053, p47phox inh -9, Furin inhibitor -12[20 µM], 14-3-3 Bad inh -8, EBV gp42 inh -5, hK5 inh 10 and Rad51 HR inh -3.
`O=c1c2[nH]c3cccc(Cl)c3c2ncn1CC1CCCO1` (centres undefined) gave thrombin 1536 2, eIF4E-4G inh 1, KCC2 mod -0.1, p47phox inh 0, Furin inhibitor -15, 14-3-3 Bad inh -5, EBV gp42 inh -11 and hK5 inh 1.
Screening C#CCOCCOCCOCCNc1nc(N2CCN(C(=O)C(Cc3ccc(O)cc3)n3cc(C(N)CC(C)C)nn3)CC2)nc(N2CCN(C(=O)C(Cc3cc4ccccc4[nH]3)n3cc(C(N)C(C)CC)nn3)CC2)n1 (centres undefined) returned thrombin 1536 1, eIF4E-4G inh 0, KCC2 mod -0.59, Furin inhibitor -28, 14-3-3 Bad inh 20, EBV gp42 inh -16 and hK5 inh 1.
Screening Cc1ccc(C(=O)COC(=O)CNC(=O)Cc2ccccc2)cc1[N+](=O)[O-] returned thrombin 1536 -12, eIF4E-4G inh -7, KCC2 mod 0.51, p47phox inh 4, Furin inhibitor 10[20 µM], 14-3-3 Bad inh -10, EBV gp42 inh -14 and hK5 inh -3.
`COc1cc(S(=O)(=O)N(Cc2cccc(OC)c2OC)CC2CCCO2)ccc1-n1cnnn1` (centres undefined) gave thrombin 1536 2, eIF4E-4G inh -2, KCC2 mod -0.21, p47phox inh -4, Furin inhibitor 1, 14-3-3 Bad inh 1, EBV gp42 inh -14, hK5 inh 2 and Rad51 HR inh -2.
For O=S(=O)(Nc1ccc2cn[nH]c2c1)c1ccc(Cl)s1 the results were thrombin 1536 -3, eIF4E-4G inh 0, KCC2 mod 0.89, p47phox inh -7, Furin inhibitor -24, 14-3-3 Bad inh 85*, EBV gp42 inh 0, hK5 inh 1 and Rad51 HR inh 3.
For CCOC(=O)C1=C(N)OC2=C(C(=O)CCC2)C1c1ccccc1OC (centres undefined) the results were thrombin 1536 3, eIF4E-4G inh 2, KCC2 mod 0.51, p47phox inh -3, Furin inhibitor -15, 14-3-3 Bad inh -7, EBV gp42 inh -15, hK5 inh -3 and Rad51 HR inh 12.
Screening COc1cc(S(=O)(=O)N(CCc2ccccc2)Cc2cccs2)ccc1-n1cnnn1 returned thrombin 1536 -2, eIF4E-4G inh -3, KCC2 mod -1.1, p47phox inh -18, Furin inhibitor -7[20 µM], 14-3-3 Bad inh -4[fluorescence artefact?], EBV gp42 inh -13, hK5 inh -16 and Rad51 HR inh 6.
COc1ccc(CN(CC(=O)NCc2ccccc2)C(=O)c2csnn2)cc1 was read as thrombin 1536 -11, eIF4E-4G inh 2, KCC2 mod 0.016, p47phox inh -19, Furin inhibitor -26, 14-3-3 Bad inh 3, EBV gp42 inh -11, hK5 inh -5 and Rad51 HR inh -3.
For O=C(CSc1nc2ccccc2[nH]1)N1CCN(C(=O)c2ccco2)CC1 the results were thrombin 1536 -8, eIF4E-4G inh 4, KCC2 mod -0.02, p47phox inh 0, Furin inhibitor -14, 14-3-3 Bad inh 25[fluorescence artefact?], EBV gp42 inh 3, hK5 inh -18 and Rad51 HR inh 9.
Cc1cc(C)n(CC(O)Cn2c3ccccc3c3ccccc32)c(=O)n1 (centres undefined) was read as thrombin 1536 -3, eIF4E-4G inh -1, p47phox inh -16, Furin inhibitor -13, 14-3-3 Bad inh -17[fluorescence artefact?], EBV gp42 inh -4, hK5 inh -16 and Rad51 HR inh -2.
Screening Cc1cc(O)c(-c2cc(O)c(C)cc2O)cc1O returned thrombin 1536 -2, eIF4E-4G inh 6, KCC2 mod -0.4, p47phox inh -8, Furin inhibitor -28, 14-3-3 Bad inh -11, EBV gp42 inh -20, hK5 inh -4 and Rad51 HR inh -5.
For CCCCNC(=S)NNC(=O)c1ccoc1C the results were thrombin 1536 -3, eIF4E-4G inh 7[fluorescence artefact?], KCC2 mod 0.93, p47phox inh 5, Furin inhibitor -12[20 µM], 14-3-3 Bad inh -20, EBV gp42 inh -12, hK5 inh -14 and Rad51 HR inh -8.
`CC(=O)Nc1ccccc1C(=O)C(=O)Nc1ccc(C(=O)N2CCOCC2)cc1` gave thrombin 1536 -2, eIF4E-4G inh -1, KCC2 mod 1.2, p47phox inh 3, Furin inhibitor -22, 14-3-3 Bad inh -5, EBV gp42 inh -5, hK5 inh -1 and Rad51 HR inh 6.
For Cn1cnc2cc(OC(=O)c3ccccc3)ccc21 the results were thrombin 1536 -1, eIF4E-4G inh -6, p47phox inh -12, Furin inhibitor -1[20 µM], 14-3-3 Bad inh 5, EBV gp42 inh -5, hK5 inh -10 and Rad51 HR inh 3.
`O=C(COc1cccc2ccccc12)N1c2ccccc2CCc2ccccc21` gave thrombin 1536 0, eIF4E-4G inh 4, KCC2 mod 0.4, p47phox inh -10, Furin inhibitor -6[20 µM], 14-3-3 Bad inh 4, EBV gp42 inh -9, hK5 inh 3 and Rad51 HR inh 0.
Clc1ccc2nncn2n1 was read as thrombin 1536 -28, eIF4E-4G inh -2, KCC2 mod 1.8, p47phox inh 13, Furin inhibitor -9, 14-3-3 Bad inh 2, EBV gp42 inh 0, hK5 inh -7 and Rad51 HR inh 3.
COc1ccc(CCN(Cc2ccccn2)C(=S)Nc2cccc(SC)c2)cc1OC was read as thrombin 1536 -4, eIF4E-4G inh 1, KCC2 mod -1.1, p47phox inh -3, Furin inhibitor -15, 14-3-3 Bad inh -2, EBV gp42 inh 10, hK5 inh -13 and Rad51 HR inh -13.
`Nc1ccc(S(=O)(=O)NC2=NCCCCC2)cc1` gave thrombin 1536 -2, eIF4E-4G inh 2, KCC2 mod 0.75, p47phox inh -1, Furin inhibitor -6, 14-3-3 Bad inh 1, EBV gp42 inh -4, hK5 inh 7 and Rad51 HR inh 8.
Cc1cc(=O)n2[nH]c(CCC(=O)O)nc2n1 was read as thrombin 1536 -3, eIF4E-4G inh -3, KCC2 mod -0.27, p47phox inh 0, Furin inhibitor -22, 14-3-3 Bad inh 1, EBV gp42 inh -1, hK5 inh 10 and Rad51 HR inh -6.
For CC1CCc2cc(F)ccc2N1C(=O)CSc1nnc2c(n1)[nH]c1ccc(F)cc12 (centres undefined) the results were thrombin 1536 1, eIF4E-4G inh -20[fluorescence artefact?], p47phox inh 2, Furin inhibitor -13[20 µM], 14-3-3 Bad inh 13[fluorescence artefact?], EBV gp42 inh -13, hK5 inh -4 and Rad51 HR inh -1.
For O=C1c2oc3ccc(F)cc3c(=O)c2C(c2ccccc2)N1CC1CCCO1 (centres undefined) the results were thrombin 1536 -3, eIF4E-4G inh 4, p47phox inh -6, Furin inhibitor -18, 14-3-3 Bad inh 3, EBV gp42 inh -5, hK5 inh -5 and Rad51 HR inh 4.
Screening CCOc1ccc(/C=C(/NC(=O)c2ccc(Cl)cc2)C(=O)O)cc1OCC returned thrombin 1536 -10, eIF4E-4G inh 2, KCC2 mod -0.37, p47phox inh 9, Furin inhibitor 7, 14-3-3 Bad inh 0, EBV gp42 inh -1 and hK5 inh 1.
Screening COc1cc(OC)c(C2C3=C(CCCC3=O)Nc3nc4ccccc4n32)cc1OC (centres undefined) returned thrombin 1536 -3, eIF4E-4G inh 0, KCC2 mod -0.4, p47phox inh -12, Furin inhibitor -12, 14-3-3 Bad inh -4, EBV gp42 inh -4, hK5 inh -13 and Rad51 HR inh -8.
Cc1ccccc1NC(NC(=O)c1cccnc1)C(Cl)(Cl)Cl (centres undefined) was read as thrombin 1536 -5, eIF4E-4G inh 5, KCC2 mod 1.4, p47phox inh -6, Furin inhibitor -11, 14-3-3 Bad inh 3, EBV gp42 inh 10, hK5 inh 2 and Rad51 HR inh 4.
Screening COc1cccc(-c2cc(C(F)(F)F)n3ncc(C(=O)O)c3n2)c1 returned thrombin 1536 3, eIF4E-4G inh -5, KCC2 mod 0.033, p47phox inh -12, Furin inhibitor 11[20 µM], 14-3-3 Bad inh 8, EBV gp42 inh -16, hK5 inh 4 and Rad51 HR inh 9.
COc1ccccc1NC(=O)COc1ccc(/C=N/NC(=O)CSCc2ccc(Cl)cc2)cc1 was read as thrombin 1536 0, eIF4E-4G inh -31, KCC2 mod 0.18, p47phox inh 15, Furin inhibitor -10[20 µM], 14-3-3 Bad inh 44[fluorescence artefact?], EBV gp42 inh -9 and hK5 inh -24.
For CCOC(=O)C1(Cc2cccc(F)c2)CCN(Cc2cnn(CC)c2C)CC1 the results were thrombin 1536 -8, eIF4E-4G inh -4, KCC2 mod 0.14, p47phox inh 1, Furin inhibitor -31, 14-3-3 Bad inh -4, EBV gp42 inh 7, hK5 inh 0 and Rad51 HR inh -4.
For O=[N+]([O-])c1cccc(N2Cc3ccccc3C2)c1 the results were thrombin 1536 -8, eIF4E-4G inh 0, KCC2 mod 0.27, p47phox inh -25, Furin inhibitor -16, 14-3-3 Bad inh -6 and EBV gp42 inh 28.

Reprinted from the entries so far (two entries):
COc1ccccc1NC(=O)COc1ccc(/C=N/NC(=O)CSCc2ccc(Cl)cc2)cc1 was read as thrombin 1536 0, eIF4E-4G inh -31, KCC2 mod 0.18, p47phox inh 15, Furin inhibitor -10[20 µM], 14-3-3 Bad inh 44[fluorescence artefact?], EBV gp42 inh -9 and hK5 inh -24.
For CCOC(=O)C1(Cc2cccc(F)c2)CCN(Cc2cnn(CC)c2C)CC1 the results were thrombin 1536 -8, eIF4E-4G inh -4, KCC2 mod 0.14, p47phox inh 1, Furin inhibitor -31, 14-3-3 Bad inh -4, EBV gp42 inh 7, hK5 inh 0 and Rad51 HR inh -4.
